# High-throughput results (PubChem)
# NSD2 inh = inhibitors of human NSD2, primary screen, biochemical, plate reader, single point; NSD2-SET H3K36me1 DELFIA fluorescence; Histone-lysine N-methyltransferase NSD2 (Homo sapiens), O96028; actives 0.07% (n = 44,000); inhibition, % at 12.5 µM; in the data active means inhibition above about 54%, passing the limit was not always enough;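 further: inhibitors reduce the monomethyl H3K36 fluorescence signal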
# Starred values were filed as active, the others as inactive. This is a subset (hit frequency here may not be typical).
C[C@@H]1CN([C@@H](C)CO)C(=O)Cc2cc(NS(=O)(=O)c3cccs3)ccc2O[C@H]1CN(C)C(=O)Nc1ccc(C(F)(F)F)cc1
- NSD2 inh: 3

O=C(c1ccc(Oc2ccccc2)cc1)c1nc2c(n1O)CCCC2
- NSD2 inh: -5

NC(=O)COc1ccc(/C=N/NC(=O)c2cccc(C(=O)NO)c2)cc1
- NSD2 inh: -1

O=C(CC1CC1)Nc1ccc2c(c1)[C@H]1C[C@H](CC(=O)NC3CCCCC3)O[C@H](CO)[C@H]1O2
- NSD2 inh: -3

Cc1nnc(C)n1/N=C/c1cc(Br)cc(Br)c1O
- NSD2 inh: 6

COc1ccccc1-c1ccc2c(c1)O[C@@H](CN(C)CC1CC1)[C@@H](C)CN([C@@H](C)CO)S2(=O)=O
- NSD2 inh: 3

COc1ccc(S(=O)(=O)N(C)C[C@H]2OCCCC[C@@H](C)Oc3ccc(NC(=O)C4CCCCC4)cc3C(=O)N([C@H](C)CO)C[C@H]2C)cc1
- NSD2 inh: 1

O=c1[nH]c2cc(Cl)c(Cl)cc2[nH]c1=O
- NSD2 inh: 2

COc1cccc(NC(=O)N[C@@H]2C=C[C@@H](CC(=O)NCc3ccncn3)O[C@@H]2CO)c1
- NSD2 inh: -2

Cc1noc(C)c1S(=O)(=O)Nc1ccc2c(c1)CC(=O)N([C@H](C)CO)C[C@@H](C)[C@H](CN(C)Cc1ccncc1)O2
- NSD2 inh: -4

O=C(N/N=C/c1cc(I)cc(I)c1O)c1ccccc1O
- NSD2 inh: 8

CC(C)NC(=O)Nc1ccc2c(c1)CC(=O)N([C@@H](C)CO)C[C@H](C)[C@H](CN(C)S(=O)(=O)c1ccc(F)cc1)O2
- NSD2 inh: 3

C[C@H](CO)N1C[C@H](C)[C@H](CN(C)Cc2cncnc2)Oc2cc(C3=CCCCC3)ccc2S1(=O)=O
- NSD2 inh: 1

C[C@@H]1CN([C@H](C)CO)C(=O)Cc2cc(NS(=O)(=O)c3ccc(F)cc3)ccc2O[C@H]1CN(C)S(=O)(=O)c1cccs1
- NSD2 inh: -4

C[C@H](CO)N1C[C@H](C)[C@H](CN(C)C(=O)Nc2ccccc2)Oc2ccc(NS(C)(=O)=O)cc2C1=O
- NSD2 inh: 0

Cc1ccc(S(=O)(=O)N(C)C[C@@H]2Oc3ccc(NC(=O)CCCCCC(=O)Nc4ccccc4N)cc3CC(=O)N([C@@H](C)CO)C[C@@H]2C)cc1
- NSD2 inh: -1

C[C@H](CO)N1C[C@H](C)[C@@H](CN(C)Cc2ccc(C(=O)Nc3ccccc3N)cc2)Oc2ccc(NC(=O)Cc3ccccc3)cc2CC1=O
- NSD2 inh: 2

CCOC(=O)N1CCC(=C2c3ccc(Cl)cc3CCc3cccnc32)CC1
- NSD2 inh: -6

Cc1ccc(S(=O)(=O)NCCSc2nnc(Nc3ccccc3)s2)cc1
- NSD2 inh: 2

C[C@@H]1CN([C@@H](C)CO)C(=O)c2cc(NS(=O)(=O)c3cn(C)cn3)ccc2O[C@H]1CN(C)Cc1ccccc1
- NSD2 inh: -2

O=C(Nc1ccc2c(c1)[C@H]1C[C@@H](CC(=O)N3CCCCC3)O[C@H](CO)[C@H]1O2)C1CCC1
- NSD2 inh: 5

C[C@H]1CN([C@@H](C)CO)C(=O)Cc2cc(N(C)C)ccc2O[C@@H]1CN(C)Cc1ccc(C(=O)Nc2ccccc2N)cc1
- NSD2 inh: 4

C[C@@H]1CCCCO[C@@H](CN(C)C(=O)Cc2ccccc2)[C@H](C)CN([C@H](C)CO)C(=O)c2cc(NS(=O)(=O)c3ccccc3)ccc2O1
- NSD2 inh: 2

CC(C)NC(=O)N(C)C[C@@H]1OCCCC[C@H](C)Oc2ccc(NC(=O)C3CCCCC3)cc2C(=O)N([C@H](C)CO)C[C@@H]1C
- NSD2 inh: 8

C[C@H]1CN([C@@H](C)CO)S(=O)(=O)c2ccc(C3=CCCCC3)cc2O[C@@H]1CN(C)C(=O)c1ccncc1
- NSD2 inh: 1

CC(C)NC(=O)N(C)C[C@H]1Oc2ncc(-c3cccc(C#N)c3)cc2C(=O)N([C@H](C)CO)C[C@H]1C
- NSD2 inh: -4

COc1cccc(C#Cc2ccc3c(c2)O[C@@H](CN(C)C(C)=O)[C@H](C)CN([C@@H](C)CO)S3(=O)=O)c1
- NSD2 inh: 3

COc1ccc(CN(C)C[C@H]2OCCCC[C@H](C)Oc3ccc(NC(=O)Nc4ccc(OC)cc4)cc3C(=O)N([C@@H](C)CO)C[C@@H]2C)cc1
- NSD2 inh: 2

CC(=O)OC(C[C@@]1(C)[C@H](C)[C@H](OC(C)=O)C[C@@]23COC(=O)C2=CCC[C@@H]31)c1ccoc1 (stereo partly drawn)
- NSD2 inh: 2

Cc1ccc(-c2ccc3c(c2)O[C@@H](CN(C)Cc2ccncc2)[C@H](C)CN([C@H](C)CO)S3(=O)=O)cc1
- NSD2 inh: -3

C[C@H](CO)N1C[C@H](C)[C@H](CN(C)C(=O)Nc2ccc3c(c2)OCO3)Oc2ccc(N(C)C)cc2CC1=O
- NSD2 inh: -1

C[C@@H]1CN([C@H](C)CO)C(=O)CCCn2nncc2CO[C@@H]1CN(C)Cc1ccccc1
- NSD2 inh: 4

C[C@@H]1CCCCO[C@@H](CN(C)Cc2ccncc2)[C@@H](C)CN([C@H](C)CO)C(=O)c2cc(NC(=O)Nc3cccc4ccccc34)ccc2O1
- NSD2 inh: -2

C[C@H]1CN([C@@H](C)CO)C(=O)c2cccc(NC(=O)Nc3cccc4ccccc34)c2O[C@H]1CN(C)Cc1ccc(Cl)c(Cl)c1
- NSD2 inh: -1

O=C(C[C@@H]1C=C[C@H](NS(=O)(=O)c2ccc(F)cc2)[C@@H](CO)O1)NC1CCCCC1
- NSD2 inh: 1

CN(C)CC(=O)Nc1ccc2c(c1)[C@@H]1C[C@@H](CC(=O)N3CCc4ccccc4C3)O[C@@H](CO)[C@@H]1O2
- NSD2 inh: -3

C[C@@H]1CCCCO[C@@H](CN(C)C(=O)Nc2cccc3ccccc23)[C@H](C)CN([C@H](C)CO)C(=O)c2cc(NC(=O)Nc3ccc(F)cc3)ccc2O1
- NSD2 inh: -2

C[C@H](CO)N1C[C@H](C)[C@H](CN(C)C(=O)CC2CC2)Oc2ncc(C#CC3(O)CCCC3)cc2C1=O
- NSD2 inh: -3

C[C@@H]1CN([C@H](C)CO)C(=O)c2cc(-c3ccccc3)cnc2O[C@H]1CN(C)C
- NSD2 inh: 3

C[C@@H]1CN([C@@H](C)CO)C(=O)Cc2cc(NC(=O)Nc3ccc(F)cc3)ccc2O[C@@H]1CN(C)S(=O)(=O)c1ccc(Cl)cc1
- NSD2 inh: -4

Cc1noc(C)c1NC(=O)Nc1ccc2c(c1)C(=O)N([C@H](C)CO)C[C@H](C)[C@H](CN(C)Cc1ccncc1)OCCCC[C@@H](C)O2
- NSD2 inh: 4

COc1ccc(S(=O)(=O)N(C)C[C@@H]2Oc3ccc(NS(=O)(=O)c4ccc(C)cc4)cc3C(=O)N([C@H](C)CO)C[C@@H]2C)cc1
- NSD2 inh: -3

COc1ccc(NC(=O)O[C@H](c2ccc(OCCO)cc2)[C@@H](CCO)OC)cc1
- NSD2 inh: -6

COCC#Cc1ccc2c(c1)O[C@H](CN(C)C(C)=O)[C@H](C)CN([C@H](C)CO)S2(=O)=O
- NSD2 inh: -2

CN(C)CC(=O)Nc1ccc2c(c1)[C@@H]1C[C@@H](CC(=O)NCCc3ccccc3)O[C@@H](CO)[C@@H]1O2
- NSD2 inh: -1

CC(C)NC(=O)N(C)C[C@@H]1Oc2ncc(-c3ccccc3F)cc2C(=O)N([C@@H](C)CO)C[C@H]1C
- NSD2 inh: -4

Cc1noc(C)c1S(=O)(=O)N(C)C[C@@H]1OCCCC[C@@H](C)Oc2ccc(NC(=O)NC3CCCCC3)cc2C(=O)N([C@H](C)CO)C[C@@H]1C
- NSD2 inh: -4

C[C@@H]1CN([C@H](C)CO)C(=O)c2cc(NS(=O)(=O)c3cn(C)cn3)ccc2O[C@@H]1CN(C)Cc1ccncc1
- NSD2 inh: 1

C[C@H](CO)N1C[C@H](C)[C@H](CN(C)C(=O)c2ccncc2)Oc2ncc(/C=C/c3ccccc3)cc2C1=O
- NSD2 inh: -4

C[C@@H]1CN([C@H](C)CO)C(=O)Cc2cc(NS(=O)(=O)c3cccs3)ccc2O[C@@H]1CN(C)S(=O)(=O)c1ccccc1
- NSD2 inh: 9

COCCOC(=O)N1C(=O)[C@@]2(c3ccccc31)[C@H](c1ccc(OCCO)cc1)N1[C@H](c3ccccc3)[C@H](c3ccccc3)OC(=O)[C@H]1[C@@H]2C(=O)NC[C@H](O)c1ccccc1
- NSD2 inh: 1

O=C(C[C@@H]1C[C@H]2c3cc(NS(=O)(=O)c4ccc(F)cc4)ccc3O[C@H]2[C@H](CO)O1)NCC1CC1
- NSD2 inh: -9

C[C@H](CO)N1C[C@H](C)[C@@H](CN(C)C(=O)Cc2ccccc2)OCCCC[C@H](C)Oc2ccc(NS(C)(=O)=O)cc2C1=O
- NSD2 inh: 1

CNC[C@@H]1Oc2c(NS(=O)(=O)c3c(C)noc3C)cccc2C(=O)N([C@H](C)CO)C[C@H]1C
- NSD2 inh: -1

Cc1noc(C)c1NC(=O)N(C)C[C@@H]1Oc2c(NC(=O)c3ccc(-c4nccs4)cc3)cccc2C(=O)N([C@H](C)CO)C[C@H]1C
- NSD2 inh: -8

Cc1ccccc1-c1ccc2c(c1)O[C@H](CN(C)C(=O)Nc1ccc(C(F)(F)F)cc1)[C@@H](C)CN([C@@H](C)CO)S2(=O)=O
- NSD2 inh: -14

C[C@@H]1CN([C@H](C)CO)C(=O)c2cc(NC(=O)c3ccncc3)ccc2O[C@@H]1CN(C)S(=O)(=O)c1ccccc1
- NSD2 inh: -11

CCNc1nc(NCC)nc(OCC#N)n1
- NSD2 inh: -1

C[C@H](CO)N1C[C@H](C)[C@@H](CN(C)C(=O)Nc2ccc(C(F)(F)F)cc2)Oc2ccc(NC(=O)Cc3cn(C)c4ccccc34)cc2CC1=O
- NSD2 inh: -10

CNC[C@H]1Oc2ccc(NC(=O)C3CCCCC3)cc2CC(=O)N([C@H](C)CO)C[C@H]1C
- NSD2 inh: -4

Cc1noc(C)c1NC(=O)Nc1ccc2c(c1)C(=O)N([C@H](C)CO)C[C@H](C)[C@@H](CN(C)S(=O)(=O)c1c(C)noc1C)OCCCC[C@@H](C)O2
- NSD2 inh: 18

Cc1noc(C)c1NC(=O)N(C)C[C@@H]1Oc2ccc(N(C)C)cc2CC(=O)N([C@@H](C)CO)C[C@H]1C
- NSD2 inh: 3

C[C@H](CO)N1C[C@H](C)[C@@H](CN(C)S(=O)(=O)c2cccs2)Oc2c(NS(=O)(=O)c3ccc(Cl)cc3)cccc2C1=O
- NSD2 inh: -2

COCC#Cc1cnc2c(c1)C(=O)N([C@@H](C)CO)C[C@@H](C)[C@@H](CN(C)Cc1ccccc1)O2
- NSD2 inh: 6

COc1ccc(S(=O)(=O)N(C)C[C@H]2Oc3ccc(NC(=O)C4CCCCC4)cc3C(=O)N([C@@H](C)CO)C[C@H]2C)cc1
- NSD2 inh: 1

O=C(C[C@H]1C[C@H]2c3cc(NC(=O)c4cccnc4)ccc3O[C@H]2[C@@H](CO)O1)NCC(F)(F)F
- NSD2 inh: 0

C[C@@H]1CN([C@H](C)CO)C(=O)Cc2cc(NC(=O)Nc3ccccc3)ccc2O[C@@H]1CN(C)C(=O)NC1CCCCC1
- NSD2 inh: -3

C[C@@H]1CCCCO[C@H](CN(C)C(=O)Nc2ccc(C(F)(F)F)cc2)[C@@H](C)CN([C@@H](C)CO)C(=O)c2cc(NS(=O)(=O)c3ccc(F)cc3)ccc2O1
- NSD2 inh: -5

COc1ccccc1CNC(=O)C[C@@H]1C[C@H]2c3cc(NC(=O)C4CCC4)ccc3O[C@H]2[C@H](CO)O1
- NSD2 inh: -3

C[C@@H]1CCCCO[C@@H](CN(C)CC2CCCCC2)[C@@H](C)CN([C@H](C)CO)C(=O)c2cc(NC(=O)c3ccccc3)ccc2O1
- NSD2 inh: 1

C[C@@H]1CCCCO[C@@H](CN(C)Cc2ccc3c(c2)OCO3)[C@H](C)CN([C@@H](C)CO)C(=O)c2cc(NS(=O)(=O)c3cn(C)cn3)ccc2O1
- NSD2 inh: -1

COCCOC(=O)N1C(=O)[C@@]2(c3ccccc31)[C@H](c1ccccc1OCCO)N1[C@H](c3ccccc3)[C@H](c3ccccc3)OC(=O)[C@H]1[C@@H]2C(=O)NC[C@H](O)c1ccccc1
- NSD2 inh: -9

COc1ccccc1-c1ccc2c(c1)O[C@@H](CN(C)C(=O)c1ccncc1)[C@@H](C)CN([C@H](C)CO)S2(=O)=O
- NSD2 inh: 6

O=C(NCc1nc2ccccc2[nH]1)C1=C[C@H](C2CCCCC2)C[C@H](OCCCCO)O1
- NSD2 inh: -2

C[C@@H]1CCCCO[C@H](CN(C)S(=O)(=O)c2cccs2)[C@@H](C)CN([C@H](C)CO)C(=O)c2cc(NC(=O)Cc3ccccc3)ccc2O1
- NSD2 inh: 2

C[C@@H]1CCCCO[C@H](CN(C)C(=O)Nc2ccc(C(F)(F)F)cc2)[C@@H](C)CN([C@@H](C)CO)C(=O)c2cc(NC(=O)Nc3ccccc3)ccc2O1
- NSD2 inh: -3

C[C@@H]1CN([C@H](C)CO)C(=O)c2cccc(NS(=O)(=O)c3ccc(Cl)cc3)c2O[C@H]1CN(C)Cc1ccccc1
- NSD2 inh: 6

# Six entries from above in another layout:
structure	NSD2 inh
O=C(NCc1nc2ccccc2[nH]1)C1=C[C@H](C2CCCCC2)C[C@H](OCCCCO)O1	-2
COCC#Cc1cnc2c(c1)C(=O)N([C@@H](C)CO)C[C@@H](C)[C@@H](CN(C)Cc1ccccc1)O2	6
C[C@@H]1CCCCO[C@@H](CN(C)CC2CCCCC2)[C@@H](C)CN([C@H](C)CO)C(=O)c2cc(NC(=O)c3ccccc3)ccc2O1	1
C[C@H](CO)N1C[C@H](C)[C@@H](CN(C)S(=O)(=O)c2cccs2)Oc2c(NS(=O)(=O)c3ccc(Cl)cc3)cccc2C1=O	-2
COc1ccccc1CNC(=O)C[C@@H]1C[C@H]2c3cc(NC(=O)C4CCC4)ccc3O[C@H]2[C@H](CO)O1	-3
COc1ccccc1-c1ccc2c(c1)O[C@@H](CN(C)C(=O)c1ccncc1)[C@@H](C)CN([C@H](C)CO)S2(=O)=O	6
